# Tau ThT inhib: inhibitors of human tau fibril formation, thioflavin T binding. AID 1460. Potency, µM (highest dose often 57.4 µM), for the others: at the top dose activity, negative = inhibition, hits mostly inhibitors. 270,000 tested, 2.1% active. P10636. recombinant tau K18 P301L, heparin-induced fibrillization, ThT fluorescence; note: nearly all actives have a fitted effect of over 55% in size
# Target sequence (P10636 561-689 P618L limits assumed): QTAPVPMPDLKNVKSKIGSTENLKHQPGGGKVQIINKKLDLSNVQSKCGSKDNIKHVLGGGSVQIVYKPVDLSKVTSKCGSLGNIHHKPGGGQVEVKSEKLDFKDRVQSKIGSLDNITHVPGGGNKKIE
#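 Recombinant human tau K18 fragment […] carrying P301L, 15 uM unlabeled plus 0.24 uM Alexa 594-labeled, was fibrillized with 20 uM heparin in 100 mM sodium acetate pH 7 for 6 hr at 37 C; 30 uM ThT fluorescence read after 1 hr.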
# RECQ1 helicase: blocks DNA unwinding by human RECQ1; P46063; RECQ1 DNA unwinding, red fluorescence kinetic read; Potency, µM (titrated, usually from 57.3 µM), inactives show at the highest dose activity, negative = inhibition, usual class: inhibitors; 240,000 tested, 0.54% active;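 note: plate controls were vehicle for no effect and no enzyme for full effect; nearly all actives have a fitted effect of over 30% in size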
#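 RECQ1T1 50 nM; forked duplex (20 bp + 30-nt ss tails) 200 nM, ATP 2 mM final; pH 8.0, 2 mM MgCl2, 2.5 ug/ml poly(dI-dC); 15 min compound preincubation; discontinuous kinetic read over 2 h at RT.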
# TRb-SRC2 inh: TRbeta-SRC2 interaction inhibition | P10828 | TRbeta-SRC2 peptide binding, fluorescence polarization; receptor liganded with 1 µM T3 | Potency, µM (highest dose often 106 µM), for the others: top-dose activity change, negative = inhibition, actives largely listed as inhibitors | 280,000 tested, 0.065% active | AID 1469;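 note: plate controls were bound peptide for no effect and peptide without receptor for full effect; nearly all actives have a fitted effect of over 50% in size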
#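 A fluorescence polarization screen tested compounds at multiple concentrations against complex formation between 0.6 uM TRb ligand-binding domain and 20 nM Texas Red SRC2 peptide, with 1 uM T3 present; readout after 5 hr.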
# TexasRed fluor: Texas Red fluorescence interference in TRb-SRC2 counter-screen; TRb/SRC2 Texas Red total fluorescence interference; Potency, µM (top dose mostly 106 µM), for the others: at the highest dose fluorescence change, negative = quenching; 280,000 tested, 0.29% active; AID 1479; active = well fitted curve in either direction with a large enough effect; inconclusive = small, poorly fitted or top-dose-only effect
#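 Human TRβ ligand-binding domain (0.6 uM) and Texas Red SRC2 peptide (20 nM) in Tris buffer with 1 uM T3 and 5% DMSO were incubated with pinned compound for 5 hr at ambient temperature. Total fluorescence was computed as S + 2P (555/632 nm).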
# KDM4E inh: inhibitors of human JMJD2E histone demethylase; JMJD2E catalytic domain, FDH-coupled NADH fluorescence (FDH is formaldehyde dehydrogenase); Potency, µM (titrated, usually from 57.1 µM), without a hit: at the highest dose activity change, negative = inhibition, usual class: inhibitors; 230,000 tested, 1.6% active; AID 2147; active = well fitted inhibition curve with a large enough effect, not every such curve was filed as active; inconclusive = small, poorly fitted or top-dose-only effect, or another doubt; inactive = no such curve, though single readings can be large or run the other way;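 note: 0% = wells with enzyme and -100% = buffer wells without enzyme; nearly all actives have a fitted effect of over 50% in size; many of its hits are not listed in these tables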
# Target sequence (B2RXH2 1-337 limits assumed): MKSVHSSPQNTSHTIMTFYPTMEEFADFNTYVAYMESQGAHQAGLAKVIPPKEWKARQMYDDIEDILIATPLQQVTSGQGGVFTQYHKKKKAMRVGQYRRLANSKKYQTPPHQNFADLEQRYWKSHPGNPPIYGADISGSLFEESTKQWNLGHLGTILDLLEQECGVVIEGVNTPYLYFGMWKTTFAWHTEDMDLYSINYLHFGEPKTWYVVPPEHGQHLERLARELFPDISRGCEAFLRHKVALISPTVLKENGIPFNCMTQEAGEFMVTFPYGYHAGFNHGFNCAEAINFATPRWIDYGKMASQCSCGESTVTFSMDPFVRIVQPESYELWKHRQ
# L3MBTL1 block: inhibitors of human L3MBTL1 | Potency, µM (doses to about 57.1 µM), without a hit: at the top dose activity, negative = inhibition, most hits filed as inhibitors | AlphaScreen L3MBTL1–H3K9me1 peptide binding | Q9Y468 | 230,000 tested, 0.66% active | AID 485360; note: nearly all actives have a fitted effect of over 60% in size
#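 Read-out is AlphaScreen signal from streptavidin donor and nickel chelate acceptor beads (10 ug/mL final each) bridging L3MBTL1 (50 nM) and biotinylated K9-monomethylated H3(1-15) peptide (75 nM), after 30 min compound exposure at room temperature.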
# Tau fibril FP: inhibitors of human tau fibril formation; Potency, µM (doses to about 57.7 µM), without a hit: top-dose activity, negative = inhibition, most hits filed as inhibitors; K18 P301L tau heparin fibrillization, Alexa594 FP, 6 h; AID 1468; 280,000 tested, 0.39% active; P10636; note: nearly all actives have a fitted effect of over 55% in size
#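 Heparin (20 uM) drove fibril formation of recombinant tau K18 P301L, 15 uM unlabeled with 0.24 uM Alexa 594 label, for 6 hr at 37 C in 100 mM sodium acetate pH 7. Fluorescence polarization (555/632 nm) read 1 hr after 30 uM ThT.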
# RGS12 GoLoco inh: blocks human Gai1 binding to RGS12 GoLoco peptide, red readout. Potency, µM (titrated, usually from 61.6 µM), for inactives: at the highest dose activity, negative = inhibition, actives largely listed as inhibitors. Gai1:RGS12 GoLoco peptide FP, rhodamine, 10 min. P63096. 230,000 tested, 0.44% active; active = well fitted inhibition curve with a large enough effect, not every such curve was filed as active; inactive = no such curve, though single readings can be large or run the other way; note: nearly all actives have a fitted effect of over 30% in size; many of its hits are not listed in these tables
# Target sequence (P63096 whole entry, looked up): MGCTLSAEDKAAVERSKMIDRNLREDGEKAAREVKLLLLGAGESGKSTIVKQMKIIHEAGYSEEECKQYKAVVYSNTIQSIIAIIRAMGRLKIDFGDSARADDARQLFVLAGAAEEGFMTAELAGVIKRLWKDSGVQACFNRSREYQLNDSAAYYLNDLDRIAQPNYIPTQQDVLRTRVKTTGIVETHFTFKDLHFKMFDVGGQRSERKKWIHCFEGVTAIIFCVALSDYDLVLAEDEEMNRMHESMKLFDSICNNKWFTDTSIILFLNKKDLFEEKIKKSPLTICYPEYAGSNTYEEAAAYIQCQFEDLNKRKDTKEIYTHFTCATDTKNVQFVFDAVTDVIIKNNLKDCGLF
# Numbers without * were called inactive; i = inactive; ? = inconclusive; · = not tested or not shown; & = joins results of further samples; [ ] = another dose, or the depositor's remark. Unless noted, calls come from the whole dose curve; as a rule, active = well fitted curve in the direction sought with a large enough effect; inconclusive = small, poorly fitted or top-dose-only effect, or another doubt; inactive = no such curve, though single readings can be large; an effect the other way counts as inactive or inconclusive. Unless noted, % is set by controls: 0 for no effect and ±100 for the full control effect; potency is the fitted concentration of half-maximal effect. The list is partial; count on the stated rates, not on these rows.
cpd | smiles | Tau ThT inhib | RECQ1 helicase | TRb-SRC2 inh | TexasRed fluor
1 | C[C@]1(C(=O)NCCCNc2ncc(C(F)(F)F)cc2Cl)C=C[C@@H](Cc2ccccc2)N1C(=O)c1ccccc1 | ? | -4%&-13% | 1%&6% | -3%&-3%
2 | O=C(Nc1ccc2c(c1)OCO2)C1CC(=O)N(c2ccc3c(c2)OCCO3)C1 (centres undefined) | -8% | -6% | 8% | -2%
3 | CC(=O)Nc1nc2ccccc2n1CCN(C)C | -7% | -1% | -3% | -1%
4 | CCOC(=O)C1CCCN(C(=O)COc2ccccc2O)C1 (centres undefined) | -18% | -9% | -1% | -1%
5 | C=C1c2cccc(OC)c2O[C@H](C(=O)OCC)[C@@H]1CCCCCC | -23%[81.4 µM] | i | 2% | 3%
6 | Cn1cccc1C(=O)NC(=O)COC(=O)CC12CC3CC(CC(Br)(C3)C1)C2 | -17% | 5% | -5% | 1%
7 | O=C(CN1C(=O)CCSc2ccccc21)Nc1ccc2c(c1)OCCO2 | -11% | -15% | -11% | 1%
8 | CC1(C)OC(C(O)(c2ccccc2)c2ccccc2)C(C(O)(c2ccccc2)c2ccccc2)O1 (centres undefined) | -3%[11.5 µM] | -8%[11.5 µM] | 9%[11.2 µM] | 3%[11.2 µM]
9 | C=CCn1cc(-c2ccccc2)cc(C#N)c1=O | -5% | 7% | 1% | 3%
10 | Cc1nnc(N2C(=O)c3oc4ccccc4c(=O)c3C2c2ccc(C(C)(C)C)cc2)s1 (centres undefined) | 3% | · | -25%[1.83 µM] | -62%[1.83 µM]
11 | COc1ccc(-c2ccc(CCC(=O)O)n2CC(=O)Nc2cccc(Cl)c2C)cc1 | ? | · | 12% | -21%
12 | Cc1ccc(OCC(=O)c2c[nH]c3ccccc23)c([N+](=O)[O-])n1 | ? | -2% | -2% | 3%

cpd | KDM4E inh | L3MBTL1 block | Tau fibril FP | RGS12 GoLoco inh
1 | 7%&-25% | -9% | -2%&6% | 5%&-1%
2 | -3% | · | 2% | 10%
3 | -25% | -1% | -15% | -3%
4 | 3% | · | 0% | 6%
5 | · | 26% | 2%[81.3 µM] | -28%[88.7 µM]
6 | -19% | · | 2% | 0%
7 | 4% | 1% | -2% | 5%
8 | · | · | 1%[11.6 µM] | ·
9 | ? | · | -4% | -5%
10 | · | · | 1% | ·
11 | · | · | -5% | ·
12 | 6% | -6% | 3% | 7%

# One compound at a time, from the list above:
# Cn1cccc1C(=O)NC(=O)COC(=O)CC12CC3CC(CC(Br)(C3)C1)C2 is entered as Tau ThT inhib = -17%; RECQ1 helicase = 5%; TRb-SRC2 inh = -5%; TexasRed fluor = 1%; KDM4E inh = -19%; L3MBTL1 block = ·; Tau fibril FP = 2%; RGS12 GoLoco inh = 0%
# Cc1ccc(OCC(=O)c2c[nH]c3ccccc23)c([N+](=O)[O-])n1 is entered as Tau ThT inhib = ?; RECQ1 helicase = -2%; TRb-SRC2 inh = -2%; TexasRed fluor = 3%; KDM4E inh = 6%; L3MBTL1 block = -6%; Tau fibril FP = 3%; RGS12 GoLoco inh = 7%
# CC(=O)Nc1nc2ccccc2n1CCN(C)C is entered as Tau ThT inhib = -7%; RECQ1 helicase = -1%; TRb-SRC2 inh = -3%; TexasRed fluor = -1%; KDM4E inh = -25%; L3MBTL1 block = -1%; Tau fibril FP = -15%; RGS12 GoLoco inh = -3%

# (cont.)
cpd | smiles | Tau ThT inhib | RECQ1 helicase | TRb-SRC2 inh | TexasRed fluor
13 | COC(=O)c1ccc(NC(=O)c2ccccc2NS(C)(=O)=O)cc1 | -20% | -4% | -2% | -5%
14 | CCCC1(C(=O)OC)C=C2C(=C(C(C)C)C(=O)C2C)CN1 (centres undefined) | -15% | i | 5% | -5%
15 | COc1ccc(-n2nc(C(=O)N3CCN(c4ccc(F)cc4)CC3)c3ccccc3c2=O)c(OC)c1 | -3% | 0% | 7% | 1%
16 | COC(=O)C1=CO[C@@H](O[C@@H]2O[C@H](CO)[C@@H](O)[C@H](O)[C@H]2O)C2C(CO)=CCC12 (some centres undefined) | · | i | 3% | -2%
17 | Cc1cc(C)c(S(=O)(=O)N2C=CC(C(F)(F)F)=NCC2)c(C)c1 | ? | -4% | 14% | 2%
18 | Cc1ccc(NC(=S)N(CCC(C)C)C(C)c2ccncc2)c(Cl)c1 (centres undefined) | -11% | i | 4% | -2%
19 | O=C(Cc1cccc2ccccc12)N/N=C/c1ccc2cccc(O)c2n1 | · | -15% | 1% | -1%
20 | COc1ccc2[nH]c(C)c(CCNC(=S)Nc3cc(C)ccc3C)c2c1 | -5% | i | 8% | -4%
21 | O=S(=O)(Nc1nc2ccccc2s1)c1ccc(Cl)s1 | -13% | i | 5% | 1%
22 | O=C(CSc1nc(=O)[nH]c2c1CCCC2)NCc1ccccc1Cl | -14% | · | -9% | -2%
23 | CCOc1ccc(N(C(C)=O)c2nc(C)cc(C)c2C#N)cc1 | -9% | -6% | 1% | 0%
24 | CCOc1ncccc1C(=O)OCC(=O)Nc1cc(S(=O)(=O)N2CCOCC2)ccc1C | 17% | i | 5% | -4%

cpd | KDM4E inh | L3MBTL1 block | Tau fibril FP | RGS12 GoLoco inh
13 | 0% | -2% | 0% | -2%
14 | ? | · | 3% | -1%
15 | 8% | · | 2% | 7%
16 | · | 6% | · | ·
17 | -11% | · | -15% | 5%
18 | 7% | · | 6% | 3%
19 | -3% | · | -11% | 6%
20 | 0% | -2% | 6% | 9%
21 | 2% | · | 6% | -3%
22 | · | · | -8% | ·
23 | 5% | -2% | -7% | 6%
24 | 7% | 1% | 8% | 1%

# Overlap with the part before: 3 compounds, followed by the next part.
cpd | smiles | Tau ThT inhib | RECQ1 helicase | TRb-SRC2 inh | TexasRed fluor
22 | O=C(CSc1nc(=O)[nH]c2c1CCCC2)NCc1ccccc1Cl | -14% | · | -9% | -2%
23 | CCOc1ccc(N(C(C)=O)c2nc(C)cc(C)c2C#N)cc1 | -9% | -6% | 1% | 0%
24 | CCOc1ncccc1C(=O)OCC(=O)Nc1cc(S(=O)(=O)N2CCOCC2)ccc1C | 17% | i | 5% | -4%
25 | CC(=O)Nc1ccc(C(=O)OCc2ccc(Cl)cc2)cc1 | 0% | -13% | 0% | -2%
26 | COc1ccc(CCNC(=O)Nc2cccc([N+](=O)[O-])c2)cc1 | -19% | 2% | -3% | 4%
27 | CCOC(=O)C1CCN(c2c(NC3CCCc4ccccc43)c(=O)c2=O)CC1 (centres undefined) | -4% | 3% | -2% | -4%
28 | O=C(CCc1ccc(S(=O)(=O)N2CCOCC2)cc1)Oc1ccccc1 | -18% | -3% | -6% | -2%
29 | COC(=O)c1ccc(COc2ccc3c(C)c(C)c(=O)oc3c2C)o1 | ? | 14% | 5% | -1%
30 | CCN1CCCC(Sc2nc3c([nH]2)c(=S)n(C)c(=O)n3C)C1 (centres undefined) | -7% | 0% | -8% | -2%
31 | COc1ccc(-c2c(N)nnc3c2[nH]c2ccccc23)cc1OC | ? | -2% | 3% | 1%
32 | O=C1/C(=C/c2ccccc2)N=C(N2CCOCC2)N1c1cccc(Cl)c1 | 3% | i | -4% | -4%
33 | Cc1ccc(S(=O)(=O)N2CCC(C)CC2)c([N+](=O)[O-])c1 | -5% | i | -4% | 0%
34 | COc1cc(OC)c(C2C(C(=O)N3CCOCC3)=C(C)NC3=C2C(=O)CC(C)(C)C3)cc1OC (centres undefined) | -11% | -12% | 1% | -3%
35 | CC(=O)Nc1ccc(NC(=O)C2CC(=O)Nc3ncnn32)cc1 (centres undefined) | -1% | i | 0% | -1%
36 | CC(=O)Nc1ccc(NS(=O)(=O)c2c(C(=O)N3CCCCCC3)c(C)n(C)c2C)cc1 | -2% | · | 1% | -1%

cpd | KDM4E inh | L3MBTL1 block | Tau fibril FP | RGS12 GoLoco inh
22 | · | · | -8% | ·
23 | 5% | -2% | -7% | 6%
24 | 7% | 1% | 8% | 1%
25 | 2% | 6% | ? | 8%
26 | 3% | -10% | -2% | 8%
27 | -16% | 6% | 1% | 10%
28 | 3% | -3% | -12% | ·
29 | ? | 23% | -13% | 13%
30 | ? | · | 1% | -4%
31 | 2% | 0% | -12% | ·
32 | -4% | 41%[activator] | 1% | 6%
33 | -4% | -8% | -2% | 7%
34 | -16% | · | 2% | 11%
35 | -4% | · | -4% | 4%
36 | · | · | 0% | ·

# (listing goes on)
cpd | smiles | Tau ThT inhib | RECQ1 helicase | TRb-SRC2 inh | TexasRed fluor
37 | Cc1cc(S(=O)(=O)Nc2cc(C)c(O)c(C)c2)c(C)s1 | -2% | i | -6% | -3%
38 | CC(=O)NCC1=C(NC(C)=O)C2CC1C(C)(C)C2C (centres undefined) | 10% | 12% | 6% | -1%
39 | CCOC(=O)Cc1csc(NC(=O)/C=C/c2ccc(Br)o2)n1 | · | i | 2% | 0%
40 | COc1ccc(OC)c(S(=O)(=O)N2CCC(C(=O)NCCC3=CCCCC3)CC2)c1 | -3% | -2% | -5% | -11%
41 | COc1ccc(C2CC(c3cc(OC)ccc3OC)n3nnnc3N2)cc1 (centres undefined) | 3% | -10% | 2% | -2%
42 | O=C(Cc1ccccc1)N/N=C/c1cccn1-c1ccc([N+](=O)[O-])cc1 | 8% | -13% | 1% | 2%
43 | CC[C@H](C)NC(=O)CCCc1nnc2n(CCC(C)C)c(=O)c3sccc3n12 | 0% | · | -3% | -2%
44 | COc1c(Br)cc(Br)cc1/C=N/n1c(C)nnc1C | -13% | i | -7% | 0%
45 | COc1ccc(S(=O)(=O)N(CC(=O)NCC2CCCO2)c2ccc(F)cc2)cc1OC (centres undefined) | 0% | i | -5% | -2%

cpd | KDM4E inh | L3MBTL1 block | Tau fibril FP | RGS12 GoLoco inh
37 | 0% | · | 11% | -7%
38 | 0% | · | -2% | -11%
39 | 4% | · | -11% | 2%
40 | -8% | -18% | 7% | -6%
41 | 4% | -2% | 0% | 9%
42 | 19% | ? | -2% | 9%
43 | · | · | 0% | ·
44 | 5% | · | 2% | 8%
45 | -1% | 1% | -4% | 4%
